LGR2 antag: inhibitors of bursicon-induced LGR2 CRE-luciferase signal, primary screen, cell-based, HEK293, CRE-luciferase reporter, bursicon stimulation | Drosophila bursicon receptor LGR2 (rickets) | bursicon-stimulated, 4 h | inhibition, % at 9.99 µM | 380,000 tested, 0.35% active | AID 720647, 2013;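 active means drop in luminescence signal, shown as inhibition above about 50% in the replicate tests, limit read from the data, passing the limit was not always enough; inconclusive means probably only some replicates passing the limit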;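 further: agonist challenge used bursicon conditioned medium at about half maximal strength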
EWS-Fli block: EWS/Fli-driven NR0B1 reporter inhibitors, primary screen, A673 cells, NR0B1 luciferase, luminescence, MLPCN library | inhibition, % at 12.6 µM | viability-normalised | AID 651661, 2012 | 350,000 tested, 0.67% active;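 active means mean inhibition of at least 50% after viability correction, with every replicate also passing that limit; inconclusive means mean reaches 50% but only one of two replicates passes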;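 further: firefly luciferase signal divided by Alamar Blue viability fluorescence both relative to DMSO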
DENV2 CPE: inhibitors of DENV2 cytopathic effect, primary screen, cell-based, plate reader, single concentration. 350,000 tested, 1.7% active. DENV2-infected cells, cytopathic effect rescue. CPE inhibition, % at 9.99 µM. AID 651640, 2012; in the data active means CPE inhibition above about 20%, passing the limit was not always enough; inconclusive means no clear call, values can overlap the other calls; tested in BHK-21 cells;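 further: 0% = median of neutral control wells and 100% = median of positive control wells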
PAX8 reporter: inhibitors of PAX8-driven TPO luciferase reporter, primary screen, RMG-I cells, single concentration; SteadyGlo, 24 h; inhibition, % at 12.6 µM; 360,000 tested, 1.2% active;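 active means mean replicate inhibition at least 60% with every replicate also reaching 60%; inconclusive means only one of the two criteria is met; inactive means mean below 60% and not all replicates reaching 60%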;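 further: luciferase light reporting Pax8 driven TPO promoter activity; plate controls were median of neutral control wells for no effect and mitoxantrone controls for full effect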
CASP6 VEID inh: human caspase-6 inhibitors, primary screen, biochemical, VEID-R110 fluorescence, single point, set 2; P55212; purified caspase-6, Z-VEID-R110 cleavage fluorescence; inhibition, % at 12.5 µM; 350,000 tested, 0.53% active;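 active means mean inhibition across replicates at least about 35%, with every replicate also reaching that limit, limit read from the data; inconclusive means only one of the two criteria met; inactive means neither criterion met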;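 further: 0% = median of neutral control wells and 100% = no fluorescence left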
Target sequence (P55212 24-179 limits assumed): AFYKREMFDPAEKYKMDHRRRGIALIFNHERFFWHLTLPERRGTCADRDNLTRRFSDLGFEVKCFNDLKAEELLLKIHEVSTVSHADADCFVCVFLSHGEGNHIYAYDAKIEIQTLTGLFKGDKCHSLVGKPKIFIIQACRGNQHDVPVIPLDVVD
Target sequence (P55212 194-293 limits assumed): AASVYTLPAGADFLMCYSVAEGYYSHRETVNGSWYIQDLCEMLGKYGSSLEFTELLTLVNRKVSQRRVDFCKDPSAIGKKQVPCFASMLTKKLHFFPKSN
ARNT-TACC3 inh: disruptors of ARNT/TACC3 protein interaction, primary screen, biochemical, AlphaScreen, single concentration. Transforming acidic coiled-coil-containing protein 3 (Homo sapiens), Q9Y6A5. AlphaScreen His-ARNT PAS-B/GST-TACC3 binding, luminescence; TACC3 fragment carries E629A point mutation. inhibition, % at 9.99 µM. 390,000 tested, 0.66% active. AID 623870, 2012;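 active means mean inhibition of replicates at least 50% and at least half of replicates each reaching 50%; inconclusive means half or more replicates reach 50% but mean below 50%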;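 further: 0% = complete ARNT plus TACC3 wells and 100% = ARNT alone without TACC3; many hits fall short of the cut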
SIRT5 block: SIRT5 desuccinylase inhibitors, primary screen, biochemical, fluorescence imaging, single point, set 5 | AID 652115, 2013 | inhibition, % at 15 µM | NAD-dependent protein deacylase sirtuin-5, mitochondrial (Homo sapiens), Q9NXA8 | Purified SirT5, succinyl-peptide AMC, trypsin-coupled fluorescence | 330,000 tested, 1.1% active; in the data active means inhibition above about 15%; inconclusive means no clear call, values can overlap the other calls
Target sequence (Q9NXA8 whole entry, looked up): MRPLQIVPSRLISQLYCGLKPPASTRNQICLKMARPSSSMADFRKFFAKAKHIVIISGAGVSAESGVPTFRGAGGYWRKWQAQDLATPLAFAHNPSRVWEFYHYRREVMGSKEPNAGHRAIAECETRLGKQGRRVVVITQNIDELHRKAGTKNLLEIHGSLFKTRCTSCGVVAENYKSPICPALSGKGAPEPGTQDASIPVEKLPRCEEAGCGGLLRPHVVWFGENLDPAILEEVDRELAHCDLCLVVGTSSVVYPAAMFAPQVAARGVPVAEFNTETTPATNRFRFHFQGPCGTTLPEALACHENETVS
The depositor's hits bear a star.

What do the screens show for `CCOC(=O)c1cnc(-c2ccccc2)nc1N1CC(C)OC(C)C1` (centres undefined)?
LGR2 antag: 1.4; EWS-Fli block: -2.8; DENV2 CPE: -6.8; PAX8 reporter: -1.6; ARNT-TACC3 inh: 1.9; SIRT5 block: -0.4

How did COc1ccc(Nc2ccc([N+](=O)[O-])cc2[N+](=O)[O-])cc1 do in these assays?
EWS-Fli block: -0.2; DENV2 CPE: 0.8; PAX8 reporter: 17.9; CASP6 VEID inh: 0.9; ARNT-TACC3 inh: -4.8; SIRT5 block: 1.3

What do the screens show for `CCC(=O)N(C)C[C@@H]1Oc2cc(-c3ccccc3)ccc2S(=O)(=O)N([C@@H](C)CO)C[C@@H]1C`?
LGR2 antag: 6.9; EWS-Fli block: -7.3; DENV2 CPE: -11.0; CASP6 VEID inh: -1.4; ARNT-TACC3 inh: -1.9; SIRT5 block: 0.2

How did Cn1cc(CN2CCC(CO)CC2)c(-c2ccc(Oc3ccccc3)cc2)n1 do in these assays?
LGR2 antag: 1.5; EWS-Fli block: 9.7; DENV2 CPE: -0.1; PAX8 reporter: 10.8; CASP6 VEID inh: -8.3; ARNT-TACC3 inh: -2.1; SIRT5 block: -3.5

Results for O=C(N/N=C1/CCS(=O)(=O)c2ccc(F)cc21)c1ccccn1 ?
LGR2 antag: -12.2; EWS-Fli block: -22.8; DENV2 CPE: inconclusive; PAX8 reporter: -35.1; CASP6 VEID inh: 0.1; ARNT-TACC3 inh: 52.1*; SIRT5 block: 0.2

How did O=C(O)c1ccccc1N/N=C/C1=C(N2CCOCC2)C(=C\c2ccccc2)/CC1 do in these assays?
LGR2 antag: 0.9; EWS-Fli block: 2.1; DENV2 CPE: -10.0; PAX8 reporter: -28.9; CASP6 VEID inh: 27.1; ARNT-TACC3 inh: -0.6; SIRT5 block: 4.6

What do the screens show for `O=C(Nc1nnc(C2CC2)s1)c1ccc(Cl)nc1`?
LGR2 antag: -48.6; EWS-Fli block: -95.1; DENV2 CPE: 5.2; PAX8 reporter: -155.5; CASP6 VEID inh: -2.2; SIRT5 block: 0.5

How did COc1cc(CN2CCN(C(=O)CC(C)C)CC2)c([N+](=O)[O-])cc1OC do in these assays?
LGR2 antag: -7.7; EWS-Fli block: 16.0; DENV2 CPE: 3.4; PAX8 reporter: 28.7; CASP6 VEID inh: -0.7; ARNT-TACC3 inh: 8.1; SIRT5 block: -1.0

Results for CC(/C=C/C=C/c1ccccc1)=N/NC(=O)C(O)c1ccccc1 (centres undefined) ?
LGR2 antag: -14.0; EWS-Fli block: -29.9; DENV2 CPE: -0.1; PAX8 reporter: -20.0; CASP6 VEID inh: 3.0; ARNT-TACC3 inh: 4.9; SIRT5 block: -1.0

Results for CC(Sc1ccccc1)C(=O)N/N=C/c1cccnc1 (centres undefined) ?
LGR2 antag: -5.1; EWS-Fli block: -7.0; PAX8 reporter: -3.6; CASP6 VEID inh: 2.0; ARNT-TACC3 inh: -3.0; SIRT5 block: -1.9

What do the screens show for `Cc1ccc(C(NC(=O)c2ccccc2S(C)(=O)=O)c2ccccc2)cc1` (centres undefined)?
LGR2 antag: 8.0; EWS-Fli block: 7.3; DENV2 CPE: 2.2; PAX8 reporter: 3.9; ARNT-TACC3 inh: 6.7; SIRT5 block: -4.1

How did Cc1cc(C)n2nc(SCC#N)nc2n1 do in these assays?
LGR2 antag: 30.2; EWS-Fli block: 5.8; DENV2 CPE: 8.5; PAX8 reporter: 1.0; CASP6 VEID inh: 0.9; ARNT-TACC3 inh: -8.1

What do the screens show for `O=C(Nc1cccc(C(F)(F)F)c1)C1CC(=O)N(Cc2ccco2)C1` (centres undefined)?
LGR2 antag: -1.2; EWS-Fli block: 12.0; DENV2 CPE: inconclusive; PAX8 reporter: -1.3; CASP6 VEID inh: 5.0

Results for O=C(NCCc1ccncc1)[C@H]1[C@H](CO)[C@H]2Cn3c(ccc(-c4cccnc4)c3=O)[C@H]2N1C(=O)C1CC1 ?
LGR2 antag: -2.6; EWS-Fli block: -12.3; DENV2 CPE: inconclusive; PAX8 reporter: -9.8; CASP6 VEID inh: -1.5; ARNT-TACC3 inh: -0.3; SIRT5 block: -29.0

What do the screens show for `CCCSc1cc(NCCOC(=O)CCC)c([N+](=O)[O-])c2nonc12`?
LGR2 antag: 6.4; PAX8 reporter: 0.3; ARNT-TACC3 inh: -4.2

Results for CCC(=O)N1[C@H](CO)[C@H]2c3ccccc3N(S(=O)(=O)c3ccccc3F)C[C@H]21 ?
LGR2 antag: 0.4; EWS-Fli block: 1.5; DENV2 CPE: -2.2; PAX8 reporter: 10.1; CASP6 VEID inh: -1.5; ARNT-TACC3 inh: -13.6; SIRT5 block: 1.9

What do the screens show for `CC(C)NC(=O)N1[C@H](CO)[C@H]2c3ccccc3N(C(=O)Nc3cccc(Cl)c3)C[C@H]21`?
LGR2 antag: 5.8; EWS-Fli block: -9.8; DENV2 CPE: -3.4; PAX8 reporter: 2.2; CASP6 VEID inh: 2.7; ARNT-TACC3 inh: -9.8; SIRT5 block: 2.2

What do the screens show for `O=C(COC(=O)C1CCN(c2ccc(C(F)(F)F)cn2)CC1)c1ccccc1`?
LGR2 antag: 15.2; EWS-Fli block: -3.7; DENV2 CPE: -11.0; PAX8 reporter: -5.6; CASP6 VEID inh: 2.3; ARNT-TACC3 inh: -7.9; SIRT5 block: -6.7

Results for COc1ccc(S(=O)(=O)N2CCOCC2)cc1NC(=O)Cc1coc2cc(C)c(C)cc12 ?
LGR2 antag: -7.9; EWS-Fli block: 8.2; DENV2 CPE: 3.2; PAX8 reporter: 9.5; CASP6 VEID inh: -0.4; ARNT-TACC3 inh: 2.2; SIRT5 block: -3.6

How did COc1ccc(Cn2nnnc2CN2CCN(c3ccc(OC)cc3)CC2)cc1 do in these assays?
LGR2 antag: -8.1; EWS-Fli block: 8.7; DENV2 CPE: 1.0; PAX8 reporter: 13.8; CASP6 VEID inh: 2.3; ARNT-TACC3 inh: -2.0; SIRT5 block: 6.9

Results for C[C@H]1CN([C@@H](C)CO)C(=O)Cc2cc(NC(=O)CCCCCC(=O)Nc3ccccc3N)ccc2O[C@H]1CN(C)Cc1ccc(-c2ccccc2)cc1 ?
LGR2 antag: -11.3; EWS-Fli block: 11.3; DENV2 CPE: 2.8; PAX8 reporter: 2.1; CASP6 VEID inh: 0.4; ARNT-TACC3 inh: -1.3; SIRT5 block: -4.2

Results for O=C(Nc1cc(S(=O)(=O)N2CCCCC2)ccc1N1CCOCC1)c1ccc(F)cc1 ?
LGR2 antag: -7.0; EWS-Fli block: -5.1; DENV2 CPE: -4.4; PAX8 reporter: -8.3; CASP6 VEID inh: -1.5; ARNT-TACC3 inh: -6.7; SIRT5 block: 2.4

What do the screens show for `Cc1ccc(S(=O)(=O)Nc2ccc3c(c2)CC(=O)N([C@H](C)CO)C[C@H](C)[C@@H](CN(C)Cc2ccc(Cl)c(Cl)c2)O3)cc1`?
LGR2 antag: 14.1; EWS-Fli block: 9.9; DENV2 CPE: 4.6; PAX8 reporter: 82.0*; CASP6 VEID inh: -0.8; ARNT-TACC3 inh: 13.6; SIRT5 block: 0.9

Results for COCCNC(=O)CSc1n[nH]c(=O)n1CCc1ccccc1 ?
LGR2 antag: 3.6; EWS-Fli block: 8.3; DENV2 CPE: 2.8; PAX8 reporter: 15.4; CASP6 VEID inh: -3.3; ARNT-TACC3 inh: -2.1; SIRT5 block: 1.9

Results for C[C@H]1CN([C@@H](C)CO)C(=O)c2c(c3ccccc3n2C)-c2ccccc2CO[C@@H]1CN(C)C(=O)Nc1cccc(C(F)(F)F)c1 ?
LGR2 antag: 15.0; EWS-Fli block: 10.7; DENV2 CPE: 11.3; PAX8 reporter: 48.1; CASP6 VEID inh: -1.4; SIRT5 block: 11.0

How did COc1ccc(F)cc1C(=O)C1CCCN(C(=O)Cc2c(C)noc2C)C1 (centres undefined) do in these assays?
LGR2 antag: -7.3; EWS-Fli block: 3.6; PAX8 reporter: -8.0; CASP6 VEID inh: 9.7; ARNT-TACC3 inh: -2.1; SIRT5 block: 1.1

What do the screens show for `O=C(NC1CCCCCC1)C1C2C=CC3(CN(Cc4cccnc4)C(=O)C13)O2` (centres undefined)?
LGR2 antag: -2.4; EWS-Fli block: -1.2; DENV2 CPE: -6.3; PAX8 reporter: 8.0; CASP6 VEID inh: -1.8; ARNT-TACC3 inh: -0.2; SIRT5 block: -0.8

Results for CCn1c(SCC(=O)Nc2cccc(C)c2)nc2c(c1=O)SC(C)C2 (centres undefined) ?
LGR2 antag: 8.1; EWS-Fli block: -2.9; DENV2 CPE: -1.4; PAX8 reporter: 13.8; CASP6 VEID inh: 2.2; ARNT-TACC3 inh: 3.6; SIRT5 block: 5.3

Results for CCc1nc2ccc(C(=O)Nc3cc(-c4ccccc4)ccc3OC)cn2c1N(C)C(=O)c1cccc(OC)c1 ?
LGR2 antag: -2.0; EWS-Fli block: 14.4; DENV2 CPE: -4.0; PAX8 reporter: 9.4; CASP6 VEID inh: 0.4; SIRT5 block: -2.8

Results for COc1ccc(CN(C)C[C@@H]2Oc3ccc(NC(=O)Cn4cnnn4)cc3C(=O)N([C@H](C)CO)C[C@@H]2C)cc1 ?
LGR2 antag: 3.3; DENV2 CPE: 5.7; PAX8 reporter: -9.3; CASP6 VEID inh: 0.3; ARNT-TACC3 inh: 12.6; SIRT5 block: 0.8

Results for C/C=C/c1ccc([C@@H]2[C@@H](C#N)N(C(=O)Cc3ccccn3)[C@@H]2CO)cc1 ?
LGR2 antag: 6.8; EWS-Fli block: -12.7; DENV2 CPE: 16.7; PAX8 reporter: 14.1; CASP6 VEID inh: -2.0; ARNT-TACC3 inh: 45.8*; SIRT5 block: 0.3

How did CCN(CC)C(=O)[C@H]1CC(CC(=O)NCC23CC4CC(CC(C4)C2)C3)C(=O)N2CCc3c([nH]c4ccccc34)[C@]12C (some centres undefined) do in these assays?
LGR2 antag: 5.8; EWS-Fli block: 1.7; DENV2 CPE: 9.0; PAX8 reporter: 26.7; CASP6 VEID inh: 2.3; ARNT-TACC3 inh: 8.2; SIRT5 block: 7.8

How did COc1ccccc1-c1ccc([C@H]2[C@H]3CN(C(=O)CN4CCOCC4)CCCCN3[C@H]2CO)cc1 do in these assays?
LGR2 antag: -7.0; EWS-Fli block: -4.1; DENV2 CPE: -9.3; PAX8 reporter: 3.5; CASP6 VEID inh: 0.8; ARNT-TACC3 inh: 0.4; SIRT5 block: 3.5

What do the screens show for `CCCCc1ccc(-c2ccc(Br)cc2)nc1`?
LGR2 antag: 33.8; EWS-Fli block: 30.8; DENV2 CPE: 0.5; CASP6 VEID inh: 0.5; ARNT-TACC3 inh: -2.7; SIRT5 block: -4.9

Results for O=C(Oc1ccc(C(=S)N2CCOCC2)cc1)c1ccccc1F ?
LGR2 antag: 7.6; EWS-Fli block: 10.7; DENV2 CPE: 18.1; PAX8 reporter: 2.7; CASP6 VEID inh: -0.2; ARNT-TACC3 inh: -7.8; SIRT5 block: -0.6

How did C[C@@H]1CCCCO[C@@H](CN(C)C(=O)Nc2cccc3ccccc23)[C@H](C)CN([C@@H](C)CO)C(=O)c2cc(NC(=O)CCCN(C)C)ccc2O1 do in these assays?
LGR2 antag: -9.7; EWS-Fli block: 9.4; DENV2 CPE: -5.8; PAX8 reporter: -5.0; CASP6 VEID inh: 0.4; ARNT-TACC3 inh: 12.2; SIRT5 block: 1.9

How did Cc1cc2c(cc1S(=O)(=O)CCC(=O)NC1CCCCC1C)OCC(=O)N2 (centres undefined) do in these assays?
LGR2 antag: 14.5; EWS-Fli block: -2.6; DENV2 CPE: -6.5; PAX8 reporter: 1.3; CASP6 VEID inh: -1.3; ARNT-TACC3 inh: -5.0; SIRT5 block: 0.3
